D2 PAM – positively modulates the human D2 dopamine receptor allosterically. potentiation, % at 10 µM. AID 485347. 0.34% of 340,000 active. HEK293 T-REx D2, calcium flux, EC20 dopamine potentiation. P14416;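 active means potentiation over 3 SD above the plate norm, cut at about 30% in these data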; further: 0% is about no effect
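Cells plated with tetracycline inducer and held overnight at 30 C; calcium dye loaded 30–90 min at room temperature; baseline taken, compound added and read 180 s; EC20 dopamine then added and read 180 s.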
RXFP1 antag – blocks the human relaxin receptor RXFP1; Q9HBX9; HEK293-RXFP1, relaxin-stimulated cAMP HTRF, 30 min; active compounds read low; 0.59% of 350,000 active; activity change, negative = inhibition, % at 57.5 µM;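 active means activity change of -60% or lower, but not beyond a set lower limit; inconclusive means change between -60% and -40%, or beyond the set limit; inactive means change above -40%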; further: on the % scale 0 is the no-effect control and ±100 the full control effect
Target sequence (Q9HBX9 whole entry, looked up): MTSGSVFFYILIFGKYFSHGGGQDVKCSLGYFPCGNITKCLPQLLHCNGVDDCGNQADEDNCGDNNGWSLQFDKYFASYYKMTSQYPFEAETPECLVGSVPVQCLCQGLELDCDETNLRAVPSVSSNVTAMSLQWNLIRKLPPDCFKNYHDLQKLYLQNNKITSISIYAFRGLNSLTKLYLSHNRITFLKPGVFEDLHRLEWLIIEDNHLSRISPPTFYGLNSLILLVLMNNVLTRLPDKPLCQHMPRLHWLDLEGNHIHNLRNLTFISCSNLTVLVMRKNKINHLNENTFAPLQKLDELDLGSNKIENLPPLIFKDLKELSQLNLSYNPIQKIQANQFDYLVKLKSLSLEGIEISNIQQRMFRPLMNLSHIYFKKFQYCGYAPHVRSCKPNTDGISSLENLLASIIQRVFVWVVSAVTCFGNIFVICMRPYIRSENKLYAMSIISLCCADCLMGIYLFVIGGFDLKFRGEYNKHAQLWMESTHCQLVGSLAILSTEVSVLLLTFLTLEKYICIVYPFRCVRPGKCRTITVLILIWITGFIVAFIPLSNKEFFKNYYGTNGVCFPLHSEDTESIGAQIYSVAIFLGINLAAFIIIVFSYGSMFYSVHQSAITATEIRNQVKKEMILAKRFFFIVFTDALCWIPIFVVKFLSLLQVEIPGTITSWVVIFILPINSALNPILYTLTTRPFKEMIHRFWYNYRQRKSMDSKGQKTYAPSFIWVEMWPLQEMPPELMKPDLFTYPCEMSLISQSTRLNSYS
GRP78 ERSR act – inducers of ER stress response in human glioma cells; Potency, µM, without a hit: at the top dose activation, actives largely listed as activators; AID 602332; U87-MG GRP78 promoter luciferase reporter, 16 h; 0.02% of 420,000 active; further: potency means the concentration at half of the fitted maximal effect; series mostly up to about 76 µM; % of control where 0% means no effect; nearly all actives have a fitted effect of over 35% in size
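Stably transfected U87-MG human glioma cells carrying a GRP78-based luminescent sensor were seeded at 1000 cells/well, pin-dosed with compounds and incubated 16 h. Luciferase reagent was then added, and end-point luminescence was read after 10 min at room temperature.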
RXFP1 agonist – activates the human relaxin receptor RXFP1 | HEK293T-RXFP1 cAMP TR-FRET, 30 min; response scale: percent of porcine relaxin response, buffer zero | Potency, µM (doses to about 57.5 µM), inactives show at the top dose activation, most hits filed as activators | AID 2676 | 0.3% of 370,000 active; further: potency means the concentration at half of the fitted maximal effect; on the % scale 0 is the no-effect control and ±100 the full control effect; nearly all actives have a fitted effect of over 60% in size; many of its hits are not listed in these tables
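cAMP rise read by TR-FRET after 30 min, 37C compound exposure (up to 58 uM) in RXFP1-transfected HEK293 cells with Ro 20174 present. EC50 from Hill-equation fits, with 29 nM porcine relaxin as 100% and buffer as basal.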
D1 agonist – activates the human D1 dopamine receptor; P21728; HEK293 T-REx D1 cells, calcium flux, agonist mode; activation, % at 2 µM; 1% of 360,000 active; AID 504660; in the data active means activation above about 30%; further: 0% is about no effect
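Tetracycline-induced HEK293 TREx D1 cells, force-coupled to calcium signalling, were dye-loaded with a no-wash calcium kit. Compound was pin-added after a 10 s baseline. Fluorescence was read kinetically at 1 cycle/s for 180 s, with calcium rises flagged as agonism.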
Vif-APOBEC3F blk – inhibitors of Vif-A3F interaction. HeLa A3F-eYFP + Vif (tagged APOBEC3F with the HIV-1 protein that degrades it), YFP fluorescence increase. Potency, µM (doses to about 46.1 µM), without a hit: top-dose activity, negative = active. 0.2% of 390,000 active. AID 602313; further: potency means the concentration at half of the fitted maximal effect; % of control where 0% means no effect; nearly all actives have a fitted effect of over 65% in size
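Fluorescence increase (Ex 488/Em 500-530) after overnight compound treatment at 37 deg C flags inhibition of Vif-driven A3F-eYFP loss in stable HeLa A3F-eYFP/Vif cells seeded overnight beforehand.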
D1 antag – blocks dopamine activation of the human D1 receptor | 3.2% of 360,000 active | activity change, negative = inhibition, % at 10 µM | P21728 | HEK293 TREx D1 cells, calcium flux, dopamine EC80; active compounds read low; in the data active means activity change below about -30%; further: on the % scale 0 is the no-effect control and ±100 the full control effect
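After overnight tetracycline induction at 30 C, force-coupled D1 HEK293 cells took up a no-wash calcium dye at room temperature. Compounds were added and monitored 180 s, and the response to EC80 dopamine was then recorded.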
D1 PAM – enhances dopamine response at the human D1 receptor; P21728; HEK293 TREx D1 cells, calcium flux, dopamine EC20 potentiation; potentiation, % at 10 µM; 0.036% of 360,000 active; in the data active means potentiation above about 30%; further: 0% is about no effect
Vif-A3G inh – inhibitors of Vif-APOBEC3G interaction | HeLa A3G-eYFP + Vif (tagged APOBEC3G with the HIV-1 protein that degrades it), YFP fluorescence, overnight | Potency, µM (titrated, usually from 46.1 µM), inactives show at the top dose activity, negative = active, most hits filed as inhibitors | 0.076% of 410,000 active;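 further: potency means the concentration at half of the fitted maximal effect; on the % scale 0 is the no-effect control and ±100 the full control effect; nearly all actives have a fitted effect of over 60% in size; hits raise eYFP signal because A3G escapes Vif-driven loss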
Target sequence (Q9HC16 whole entry, looked up): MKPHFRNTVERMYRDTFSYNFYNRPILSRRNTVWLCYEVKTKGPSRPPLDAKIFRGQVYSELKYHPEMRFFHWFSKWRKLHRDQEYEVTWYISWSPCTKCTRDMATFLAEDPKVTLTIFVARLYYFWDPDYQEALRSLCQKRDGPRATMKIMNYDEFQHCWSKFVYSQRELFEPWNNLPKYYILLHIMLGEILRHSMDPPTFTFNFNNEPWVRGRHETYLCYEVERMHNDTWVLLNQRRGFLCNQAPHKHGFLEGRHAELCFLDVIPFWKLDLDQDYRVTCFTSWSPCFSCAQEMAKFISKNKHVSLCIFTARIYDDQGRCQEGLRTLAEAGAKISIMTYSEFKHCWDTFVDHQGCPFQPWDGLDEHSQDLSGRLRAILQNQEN
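HeLa cells stably expressing Vif and C-terminally eYFP-tagged A3G, seeded overnight at 37 deg C, then exposed to compound by pintool overnight at 37 deg C. Rise in yellow fluorescence (Ex 488/Em 500-530, Acumen) marks blocked Vif-driven A3G degradation.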
Numbers without * were called inactive; ? = inconclusive; . = not tested or not shown; [ ] = dose if it differs, or a comment. Unless noted, the call rests on the fitted dose curve; in most records, active means well fitted curve in the direction sought with a large enough effect; inconclusive means small, poorly fitted or top-dose-only effect, or another doubt; inactive means no such curve, though single readings can be large; an effect the other way counts as inactive or inconclusive.

SMILES	D2 PAM	RXFP1 antag	GRP78 ERSR act	RXFP1 agonist	D1 agonist	Vif-APOBEC3F blk	D1 antag	D1 PAM	Vif-A3G inh
CC1(C)C2CCC1(C)C(OC(=O)CNc1ccccc1)C2 (stereo not given)	-3	-10	1%	-3.1%	3	-18%	14	6	-5%
COc1ccc(-c2nc3c(c(SCC(=O)Nc4cc(C)cc(C)c4)n2)Cc2c(CO)cnc(C)c2O3)cc1	-4	1	-2%	0.1%	2	1%	-2	-3	-3%
COc1ccc(CNC(=O)CN2C(=O)COc3ccc(S(=O)(=O)N4CCCCCC4)cc32)cc1	1	2	0%	1.3%	4	14%	4	6	-8%
O=C(COC(=O)/C=C/c1cccs1)Nc1nc(-c2ccccc2)cs1	-2	-28	21%	-0.4%	5	8%	13	-3	0%
Cc1ccc(C)c(NC(=O)COC(=O)COc2cccc3c2OC(C)(C)C3)c1	-6	-4	-3%	-0.4%	-2	-7%	4	-5	3%
Cc1cccc(NC(=O)C2(C)Cc3ccccc3C(=O)O2)c1 (stereo not given)	-6	.	-1%	0.7%	6	-1%	-15	-2	-6%
CCOC(=O)CNc1ncnc2nc[nH]c12	1	.	-2%	0.6%	3	1%	27	2	1%
N#CC1=C(N)Oc2cc(N)ccc2C1c1cccnc1 (stereo not given)	-4	-7	-5%	0.9%	0	-7%	-3	-2	-24%
Cc1cc2cc(CCNC(=O)c3c(-c4ccccc4Cl)noc3C)c(=O)[nH]c2cc1C	.	.	.	-0.5%	0	.	5	-12	.
COc1cc(/C=N/n2cnnc2-n2nc(C)cc2C)cc([N+](=O)[O-])c1O	-4	1	1%	28%	4	2%	-10	-4	-1%
COc1ccc(N(CCC#N)C(=O)/C(C#N)=C\c2cccs2)cc1	-4	5	-1%	-0.1%	0	0%	-27	-2	-1%
CC1CC(C)CN(C(=O)Nc2ccc(Br)cc2)C1 (stereo not given)	-1	-11	0%	-1.9%	5	2%	4	11	9%
COc1cc(SSc2cc(OC)cc([N+](=O)[O-])c2N)c(N)c([N+](=O)[O-])c1	-20	-21	-1%	-45%[inhibitor]	2	?	-21	6	1%
CC(C)(C)NC(=O)c1cccc(NC(=O)CSc2ccccc2)c1	0	-3	1%	0.4%	3	0%	13	-6	2%
CCOc1cc(C(=O)Nc2ccc3c(c2)OCO3)ccc1OC(F)F	-26	-17	5%	0.1%	0	1%	11	13	-2%
O=C(c1ccc(Br)o1)N1CCN(c2ncccn2)CC1	-4	-7	0%	2.2%	1	3%	-4	-4	-4%
CCOC(=O)N1CCN(Cc2nc3c(c(=O)n(C)c(=O)n3C)n2Cc2cccc3ccccc23)CC1	-13	-2	-2%	2.0%	11	-8%	0	1	1%
CNS(=O)(=O)c1cccc(C(=O)OCC(=O)c2c(N)n(Cc3ccccc3)c(=O)n(C)c2=O)c1	.	-3	-2%	.	.	9%	.	.	-8%
CSCCC(NC(=O)c1cccc(S(=O)(=O)N2CCN(C(C)=O)CC2)c1)c1nc2ccccc2[nH]1 (stereo not given)	.	3	1%	.	.	?	.	.	-1%
CCOc1ccc2nc(NC(=O)C3CCCN(S(=O)(=O)c4c(C)noc4C)C3)sc2c1 (stereo not given)	5	-32	2%	-1.9%	4	2%	28	15	-6%
Cc1ccccc1-c1nc(SCc2ccccn2)c2c(=O)n(C)c(=O)n(C)c2n1	-2	-11	-2%	-1.8%	1	2%	-18	-4	1%
COCCNC(=O)/C(C#N)=C1\N=C(N)c2ccccc21	-5	-13	-4%	1.3%	4	-1%	-14	-6	0%
Cc1ccccc1NC(=O)Cn1cnc2c(oc3ccccc32)c1=O	-7	-3	-3%	-0.2%	-2	2%	-5	2	-7%
O=C(Nc1ccc2c(c1)OCO2)c1cccc2c1C(=O)N(Cc1cccnc1)C2	21	-10	0%	3.2%	3	1%	3	0	0%
O=C(c1ccc(COc2c(F)c(F)c(F)c(F)c2F)o1)N1CCN(Cc2ccc3c(c2)OCO3)CC1	-8	19	-7%	8.5%	1	-1%	9	-9	2%

3 records drawn at random from the list so far:
SMILES	D2 PAM	RXFP1 antag	GRP78 ERSR act	RXFP1 agonist	D1 agonist	Vif-APOBEC3F blk	D1 antag	D1 PAM	Vif-A3G inh
COc1ccc(N(CCC#N)C(=O)/C(C#N)=C\c2cccs2)cc1	-4	5	-1%	-0.1%	0	0%	-27	-2	-1%
CCOc1cc(C(=O)Nc2ccc3c(c2)OCO3)ccc1OC(F)F	-26	-17	5%	0.1%	0	1%	11	13	-2%
CC(C)(C)NC(=O)c1cccc(NC(=O)CSc2ccccc2)c1	0	-3	1%	0.4%	3	0%	13	-6	2%

More entries follow:
SMILES	D2 PAM	RXFP1 antag	GRP78 ERSR act	RXFP1 agonist	D1 agonist	Vif-APOBEC3F blk	D1 antag	D1 PAM	Vif-A3G inh
O=C(c1ccccc1)N1CCCC(C(=O)N2CCCCCC2)C1 (stereo not given)	6	-20	-5%	0.2%	0	5%	8	1	-1%
CCC(=O)c1ccc(OC(=O)c2ccc(Br)o2)cc1	.	-3	0%	.	.	-16%	.	.	0%
CSc1ncc(C(=O)Nc2ccc(C(C)=O)cc2)c(C)n1	13	5	1%	3.1%	1	-4%	0	-5	2%
COc1ccc(C(=O)OCC(=O)NC2CCCC2)cc1OC	7	-3	-12%	-1.8%	2	0%	-15	-7	-2%
CCN1CCCC1CN(Cc1cc2cc(C)ccc2[nH]c1=O)C(=O)Nc1ccccc1OC (stereo not given)	19	-4	-4%	1.0%	11	6%	3	-5	0%
Cc1c(NC(=O)C(C#N)=C2CCCCC2)c(=O)n(-c2ccccc2)n1C	-1	-8	-4%	-0.2%	0	-1%	10	0	0%
Cc1cccc(-c2ccc(NC(=O)C3CCN(CC4CC4)CC3)cc2)c1	-10	-14	-1%	-1.1%	22	0%	-3	-8	0%
N#CCCN(Cc1cccnc1)C(=S)NCc1ccco1	16	0	-5%	0.1%	2	-4%	22	-4	4%
CCCS(=O)(=O)N1CCN(S(=O)(=O)c2ccccc2)CC1	-3	-4	-3%	1.6%	1	-17%	.	-3	0%
COc1ccc(/C=N/NC(=O)Cn2nc(C)c([N+](=O)[O-])c2C)cc1	4	-5	-5%	1.9%	1	-1%	4	-4	-3%
CCOC(=O)c1c(C)n(C)c2cc(Br)c(O)c(O)c12	9	-2	-4%	0.1%	0	5%	-12	-2	2%
O=C(Nc1ccccc1)NC1(C(=O)N2CCN(C(=O)c3ccco3)CC2)CCCCC1	-9	-1	-5%	0.9%	5	-3%	-19	-5	1%
O=C(Cn1cnc2ccccc2c1=O)OCCCCN1C(=O)c2ccccc2C1=O	-1	-8	-4%	1.9%	4	7%	-16	-8	-1%
O=C(CN1C(=O)NC2(CCCc3ccccc32)C1=O)NCc1cccs1 (stereo not given)	10	-2	-3%	1.8%	3	6%	16	9	3%
COc1ccc(CN(C)CC(=O)Nc2c(C)cccc2C)c(OC)c1	4	14	-2%	2.5%	8	7%	18	6	0%
CCOC(=O)c1ccc(NC(=O)Cn2c(=O)oc3ccccc32)cc1	0	3	-5%	-1.7%	6	2%	-13	-3	-4%
COC(=O)c1ccccc1NC(=O)CN(C)S(=O)(=O)c1ccc(OC)cc1	29	-12	-4%	1.4%	-1	-1%	-23	-3	3%
Cc1oc(-c2ccccc2F)nc1CS(=O)(=O)CC(=O)NC1CCCC(C)C1C (stereo not given)	14	9	-3%	2.0%	0	-2%	-28	1	1%
COc1ccccc1C(O)(C(=O)N(NC(C)=O)c1ccccc1)c1ccccc1OC	7	5	-3%	3.0%	2	-7%	17	-1	3%
CCNC(=O)c1cccc(S(=O)(=O)N2CCCCCC2)c1	3	3	-2%	2.7%	3	-20%	-13	-4	3%
Cc1cnc(NC(=O)CSc2nnc(-c3ccc(Cl)cc3Cl)n2N)s1	-9	-8	7%	0.8%	-2	0%	-23	-4	-4%
CC1=C(C(=O)Nc2cccnc2)C(c2cccc(F)c2)n2nc(SCc3ccccc3F)nc2N1 (stereo not given)	26	.	-3%	-4.9%	0	-4%	2	2	-1%
Cc1ccc(-c2nnn(CC(=O)NC3CCN(Cc4ccccc4)CC3)n2)cc1	-20	4	3%	0.4%	31*	-1%	-9	-6	1%
Cc1oc(-c2ccccc2F)nc1CSCC(=O)NCc1ccc2c(c1)OCO2	33*	0	-5%	0.8%	13	-6%	-13	-2	7%
Cc1cc(NS(=O)(=O)c2ccc(NC(=O)CSc3nc4ncc(Br)cc4[nH]3)cc2)nc(C)n1	-4	-3	-2%	3.8%	3	0%	-11	1	3%
(more compounds)
SMILES	D2 PAM	RXFP1 antag	GRP78 ERSR act	RXFP1 agonist	D1 agonist	Vif-APOBEC3F blk	D1 antag	D1 PAM	Vif-A3G inh
O=c1c2ccccc2n2c(-c3ccc(F)cc3)nnc2n1Cc1ccccc1	0	-3	-1%	-0.3%	1	-4%	-3	2	0%
CCOC(=O)CNc1nc(Cl)nc(Nc2ccc(Cl)cc2)n1	16	-4	0%	2.1%	4	1%	4	-4	4%
CCn1cc(SCC(N)=O)c2ccccc21	2	-5	-3%	-0.6%	1	1%	-5	1	-1%
Cc1cc(N2CCN(c3ccccc3)CC2)nc(-c2ccccc2O)n1	.	-3	-2%	0.1%	2	-4%	15	-4	-3%
O=C(O)CC(c1cccc(O)c1)N1Cc2ccccc2C1=O (stereo not given)	4	5	-4%	0.7%	3	-11%	0	9	-1%
Cc1ccc(NS(=O)(=O)c2sc3ccc(Cl)cc3c2C)cc1	13	?	-4%	-0.2%	28	7%	-1	0	-9%
CCOc1ccc(N2CC(C(=O)NCCc3ccc(S(N)(=O)=O)cc3)CC2=O)cc1 (stereo not given)	14	-8	0%	1.6%	-3	-18%	-6	-1	-3%
Cc1cc(NC(=O)CSCC(=O)N2CCN(c3cccc(C(F)(F)F)c3)CC2)no1	8	-20	-4%	2.2%	7	3%	-10	3	0%
COC(=O)c1ccccc1NC(=O)c1ccc(-c2cccc(Cl)c2)o1	-3	-7	5%	-1.6%	3	-2%	-9	-3	1%
CCCN1Cc2cccc(C(=O)N3CCN(c4cc(Cl)ccc4C)CC3)c2C1=O	13	2	-2%	-0.3%	27	-14%	-3	.	-12%
Cc1cccc(C2c3[nH]c4ccccc4c3CCN2C(=O)c2cc(CC(C)C)nc(C)n2)n1 (stereo not given)	-16	-12	-4%	-1.5%	1	0%	3	2	-5%
CCOC(=O)Cc1csc(NC(=O)Nc2ccc(Cl)cc2)n1	-1	-3	-2%	0.7%	19	10%	-20	-4	1%

High-throughput results from PubChem BioAssay.

Not all compounds are listed; count on the stated rates, not on these rows.
